TWEAK-Fn14 inh – blocks TWEAK-Fn14 interaction in a reporter cell assay | TWEAK-stimulated Fn14 reporter cells, luciferase luminescence, 8 h | inhibition, % at 10 µM | 360,000 compounds, 2% hits | AID 1159606; in the data active means inhibition above about 50%
COUP-TFII inh – inhibitors of human COUP-TFII (NR2F2); P24468; 370,000 compounds, 0.7% hits; inhibition, % at 8.6 µM; HEK293T NGFI-A luciferase reporter, luminescence;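 active means inhibition above a per-plate cutoff, mean inhibition of test wells between control levels plus 3 SD, cut at about 38% in these data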;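 further: cells cotransfected with COUP-TFII expression vector driving the NGFI-A reporter; 0% = median of COUP-TF2 test wells and 100% = reporter-only cells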
LMP1 NFkB inh – inhibitors of Epstein-Barr LMP1-induced NF-kappaB reporter; inhibition, % at 12.5 µM; LMP1-induced NF-kappaB luciferase reporter cells, luminescence; 350,000 compounds, 0.69% hits; in the data active means inhibition above about 41%;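 further: 0% = neutral control wells and 100% = reference inhibitor control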
TRAIL sens C8 – sensitizes caspase-8 expressing cells to TRAIL; 360,000 compounds, 1% hits; NB7+C8 cells + TRAIL, ATPlite viability luminescence; inhibition (viability loss, TRAIL sensitization), % at 10 µM;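 active means compounds causing at least 50% loss of cell viability in the single-dose screen, relative to plate controls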
SRC1 inh – inhibits human SRC1 coactivator; Q15788; HEK293 GAL4-SRC1 luciferase reporter, luminescence; inhibition, % at 3.6 µM; 360,000 compounds, 0.12% hits;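 active means inhibition above the campaign mean plus 3 SD, with each screening campaign given its own cutoff, cut at about 60% in these data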;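 further: 0% = DMSO treated cells and 100% = gossypol at 36 µM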
NOD2 RIPK2 PPI – NOD2-RIPK2 protein interaction inhibition; O43353; CHO BLA complementation NOD2-RIPK2, CCF4 ratio; inhibition, % at 4.98 µM; 360,000 compounds, 0.38% hits; AID 624267; in the data active means inhibition above about 21%;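 further: 0% = vehicle only and 100% = reference blocker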
SRC2 inh – human SRC2 (NCOA2) inhibition | HEK293 GAL4-SRC2 luciferase reporter, luminescence | AID 651957 | inhibition, % at 9 µM | 370,000 compounds, 0.17% hits;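 active means inhibition above the mean inhibition of all tested compounds plus 3 SD, set per campaign, cut at about 52% in these data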;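 further: 0% = DMSO treated cells and 100% = cells given Gossypol at 36 µM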
LRH-1 inv ag – NR5A2 inverse agonism in reporter assay; AID 602396; 360,000 compounds, 0.13% hits; HEK293T StAR-luciferase reporter, LRH-1 transfected, 24 h; inhibition, % at 3.6 µM; O00482;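 active means inhibition above the mean inhibition of all tested compounds plus 3 SD, cut at about 73% in these data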;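 further: 0% = DMSO wells and 100% = reporter-only cells lacking LRH-1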
TLR9-MyD88 block – inhibitors of human TLR9-MyD88 binding | Q9NR96+Q99836 | CHO BLA complementation TLR9-MyD88, CCF4 FRET ratio | inhibition, % at 4.98 µM | 340,000 compounds, 0.21% hits | AID 504734;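 active means inhibition above the mean over all tested compounds plus 3 SD, cut at about 21% in these data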;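 further: 0% = DMSO only wells and 100% = clavulanate BLA inhibitor control wells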
Target sequence (Q99836 whole entry, looked up): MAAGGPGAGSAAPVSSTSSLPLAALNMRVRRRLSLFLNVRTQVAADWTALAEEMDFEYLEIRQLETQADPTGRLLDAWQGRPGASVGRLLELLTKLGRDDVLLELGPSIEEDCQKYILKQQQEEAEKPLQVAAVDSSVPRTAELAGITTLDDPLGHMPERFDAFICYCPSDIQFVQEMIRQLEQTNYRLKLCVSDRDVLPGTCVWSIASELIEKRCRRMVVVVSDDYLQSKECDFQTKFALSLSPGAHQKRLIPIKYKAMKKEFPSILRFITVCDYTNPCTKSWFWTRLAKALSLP
Target sequence (Q9NR96 whole entry, looked up): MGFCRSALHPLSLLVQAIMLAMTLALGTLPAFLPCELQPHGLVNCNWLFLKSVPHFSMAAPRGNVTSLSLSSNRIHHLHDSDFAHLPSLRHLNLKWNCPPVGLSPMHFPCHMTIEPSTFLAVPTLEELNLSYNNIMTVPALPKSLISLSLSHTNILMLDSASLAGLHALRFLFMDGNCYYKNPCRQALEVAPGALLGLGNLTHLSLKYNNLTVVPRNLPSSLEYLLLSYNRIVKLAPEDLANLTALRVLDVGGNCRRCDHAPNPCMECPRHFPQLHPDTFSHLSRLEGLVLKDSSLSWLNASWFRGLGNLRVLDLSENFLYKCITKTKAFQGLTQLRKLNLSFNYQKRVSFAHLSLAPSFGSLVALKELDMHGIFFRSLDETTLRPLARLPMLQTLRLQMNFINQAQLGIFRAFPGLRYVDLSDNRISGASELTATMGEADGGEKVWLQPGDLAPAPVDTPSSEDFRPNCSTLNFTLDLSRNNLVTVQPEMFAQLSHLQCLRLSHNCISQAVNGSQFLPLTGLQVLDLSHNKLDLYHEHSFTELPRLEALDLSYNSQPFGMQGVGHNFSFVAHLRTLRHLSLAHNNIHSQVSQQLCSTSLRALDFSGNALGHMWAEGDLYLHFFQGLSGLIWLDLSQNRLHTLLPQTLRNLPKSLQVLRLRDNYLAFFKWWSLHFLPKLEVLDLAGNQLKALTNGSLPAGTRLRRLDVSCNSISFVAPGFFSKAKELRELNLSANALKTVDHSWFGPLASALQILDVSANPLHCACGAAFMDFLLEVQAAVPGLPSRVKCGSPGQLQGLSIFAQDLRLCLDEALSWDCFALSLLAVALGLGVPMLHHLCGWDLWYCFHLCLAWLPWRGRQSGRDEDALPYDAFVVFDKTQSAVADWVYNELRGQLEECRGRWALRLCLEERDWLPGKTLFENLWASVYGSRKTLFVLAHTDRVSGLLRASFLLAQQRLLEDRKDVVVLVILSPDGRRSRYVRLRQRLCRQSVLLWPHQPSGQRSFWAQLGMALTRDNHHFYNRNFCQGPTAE
SRC3 inh – inhibits human SRC3 coactivator; Q9Y6Q9; HEK293 GAL4-SRC3 luciferase reporter, luminescence; inhibition, % at 3.6 µM; 360,000 compounds, 0.17% hits; AID 588352;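 active means inhibition above a per-campaign cutoff, the mean of all compounds plus 3 SD, cut at about 60% in these data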;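 further: 0% = DMSO-treated cells and 100% = gossypol-treated cells at 36 µM; higher means less SRC3-driven luciferase light from the GAL4 reporter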
TROY signal inh – blocks TROY-dependent signaling in reporter cells. inhibition, % at 10 µM. 360,000 compounds, 0.98% hits. Q293 LMP1-TROYcd NF-kB luciferase reporter, 4 h;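 active means compounds whose plate-normalised and pattern-corrected inhibition of the luciferase reporter signal at the single screening dose is 50% or more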
Starred values were filed as active, the others as inactive. A portion of the library; the hit share may differ from the screen's.

For CC[N+]1(C)[C@@H]2CC[C@H]1CC(OC(=O)[C@H]1CCC(C(=O)OC3C[C@H]4CC[C@@H](C3)[N+]4(C)CC)(c3ccccc3)c3ccccc31)C2 (stereo partly drawn) the results were TWEAK-Fn14 inh -9, COUP-TFII inh 8, LMP1 NFkB inh -2, TRAIL sens C8 -12, SRC1 inh 18, NOD2 RIPK2 PPI -1, SRC2 inh 6, LRH-1 inv ag 14, TLR9-MyD88 block 2, SRC3 inh 17 and TROY signal inh -4.
Screening O=C(Nc1ccc([N+](=O)[O-])cc1)C1C(c2ccccc2)=C1c1ccccc1 returned TWEAK-Fn14 inh 12, COUP-TFII inh 9, LMP1 NFkB inh -4, TRAIL sens C8 41, SRC1 inh 2, NOD2 RIPK2 PPI 4, SRC2 inh 11, LRH-1 inv ag -11, TLR9-MyD88 block 5, SRC3 inh 12 and TROY signal inh -15.
For CC(C)C[C@@H]1NC(=O)[C@H](Cc2ccccc2)N(C)C(=O)[C@H](C)NC(=O)c2ccccc2NC(=O)[C@H](Cc2ccc(O)cc2)N(C)C1=O the results were TWEAK-Fn14 inh 26, COUP-TFII inh 28, LMP1 NFkB inh 1, TRAIL sens C8 25, SRC1 inh 22, NOD2 RIPK2 PPI -6, SRC2 inh 21, LRH-1 inv ag 31, TLR9-MyD88 block -4, SRC3 inh 41 and TROY signal inh -3.
`CCCCNC(=S)NNC(=O)c1csc(CC)c1` gave TWEAK-Fn14 inh -16, COUP-TFII inh -20, LMP1 NFkB inh -7, TRAIL sens C8 15, SRC1 inh -50, NOD2 RIPK2 PPI -3, SRC2 inh -22, LRH-1 inv ag -48, TLR9-MyD88 block 2, SRC3 inh -26 and TROY signal inh -29.
Screening Cn1c(NC(=O)c2ccc(C(C)(C)C)cc2)cc(=O)n(C)c1=O returned TWEAK-Fn14 inh -17, COUP-TFII inh 14, LMP1 NFkB inh -8, TRAIL sens C8 -20, SRC1 inh -12, NOD2 RIPK2 PPI 6, SRC2 inh 7, LRH-1 inv ag -1, TLR9-MyD88 block 2, SRC3 inh -19 and TROY signal inh -32.
CCOc1cc2[nH]c(=S)n(Cc3ccc(C(=O)NCC(OC)OC)cc3)c(=O)c2cc1OCC was read as TWEAK-Fn14 inh -18, COUP-TFII inh 11, LMP1 NFkB inh -5, TRAIL sens C8 38, SRC1 inh -21, NOD2 RIPK2 PPI -2, SRC2 inh -1, LRH-1 inv ag -2, TLR9-MyD88 block -5, SRC3 inh -6 and TROY signal inh -14.
`COC(=O)c1ccccc1NC(=O)CSc1nnc(CNS(=O)(=O)c2ccc(C)cc2)n1C` gave TWEAK-Fn14 inh 9, COUP-TFII inh -3, LMP1 NFkB inh -5, TRAIL sens C8 6, SRC1 inh 8, NOD2 RIPK2 PPI -17, SRC2 inh -30, LRH-1 inv ag 10, TLR9-MyD88 block -2, SRC3 inh 19 and TROY signal inh 4.
CCN1CCc2c(sc(NC(=O)COc3ccccc3)c2C(=O)OC)C1 was read as TWEAK-Fn14 inh 0, COUP-TFII inh 14, LMP1 NFkB inh -10, TRAIL sens C8 -2, SRC1 inh -18, NOD2 RIPK2 PPI 0, SRC2 inh -7, LRH-1 inv ag -23, TLR9-MyD88 block -18, SRC3 inh 4 and TROY signal inh -5.
Screening COCc1nnc(NC(=O)c2ccc(S(=O)(=O)N(CC(C)C)CC(C)C)cc2)o1 returned TWEAK-Fn14 inh 41, COUP-TFII inh 11, LMP1 NFkB inh 2, TRAIL sens C8 4, SRC1 inh -9, NOD2 RIPK2 PPI -8, SRC2 inh 18, LRH-1 inv ag 7, TLR9-MyD88 block -1, SRC3 inh 7 and TROY signal inh 15.
For Cc1c(C(=O)N2CCCc3ccccc32)oc2ccccc12 the results were TWEAK-Fn14 inh -32, COUP-TFII inh -15, LMP1 NFkB inh -8, TRAIL sens C8 1, SRC1 inh -105, NOD2 RIPK2 PPI 0, SRC2 inh -28, LRH-1 inv ag -17, TLR9-MyD88 block 12, SRC3 inh -34 and TROY signal inh -27.
For CC(=O)Nc1ccc(S(=O)(=O)N2CCC(N3CCCCCC3)CC2)cc1 the results were TWEAK-Fn14 inh 6, COUP-TFII inh -1, LMP1 NFkB inh 20, TRAIL sens C8 -10, SRC1 inh -16, NOD2 RIPK2 PPI -1, SRC2 inh -18, LRH-1 inv ag 0, TLR9-MyD88 block -9, SRC3 inh -21 and TROY signal inh 20.
For COc1ccc(OC)c(NC(=O)CCCC(=O)NC2CCCCC2)c1 the results were TWEAK-Fn14 inh 9, COUP-TFII inh 5, LMP1 NFkB inh 4, TRAIL sens C8 -8, SRC1 inh -2, NOD2 RIPK2 PPI -4, SRC2 inh 12, LRH-1 inv ag 6, TLR9-MyD88 block 8, SRC3 inh 1 and TROY signal inh 3.
For CC(C)(C)NC(=O)COC(=O)c1ccc(Cl)c(S(N)(=O)=O)c1 the results were TWEAK-Fn14 inh -1, COUP-TFII inh 12, LMP1 NFkB inh -4, TRAIL sens C8 5, SRC1 inh -3, NOD2 RIPK2 PPI -5, SRC2 inh -5, LRH-1 inv ag 0, TLR9-MyD88 block 6, SRC3 inh -20 and TROY signal inh -24.
Screening CCC1Oc2ccccc2N(Cc2ccccc2C)C1=O (stereo not drawn) returned TWEAK-Fn14 inh -33, COUP-TFII inh -26, LMP1 NFkB inh -15, TRAIL sens C8 -9, SRC1 inh -13, NOD2 RIPK2 PPI -4, SRC2 inh -20, LRH-1 inv ag 10, TLR9-MyD88 block 8, SRC3 inh -5 and TROY signal inh 5.
For CCCOC(=O)c1ccc(NC(=O)c2cc(Cl)ccc2OC)cc1 the results were TWEAK-Fn14 inh -4, COUP-TFII inh -11, LMP1 NFkB inh -5, TRAIL sens C8 -15, SRC1 inh 4, NOD2 RIPK2 PPI -11, SRC2 inh -9, LRH-1 inv ag 2, TLR9-MyD88 block 4, SRC3 inh 13 and TROY signal inh -23.
`Cn1c(=O)n(CCOc2ccccc2Cl)c2ccccc21` gave TWEAK-Fn14 inh -31, COUP-TFII inh -16, LMP1 NFkB inh -27, TRAIL sens C8 -2, SRC1 inh -54, NOD2 RIPK2 PPI 12, SRC2 inh -72, LRH-1 inv ag -98, TLR9-MyD88 block -1, SRC3 inh -54 and TROY signal inh -37.
Screening Cc1cc(C)c(OCC(=O)Nc2nnc(C3CC3)s2)c(C)c1 returned TWEAK-Fn14 inh -2, COUP-TFII inh -2, LMP1 NFkB inh -5, TRAIL sens C8 -6, SRC1 inh 6, NOD2 RIPK2 PPI 3, SRC2 inh 4, LRH-1 inv ag -1, TLR9-MyD88 block -11, SRC3 inh -2 and TROY signal inh -11.
`COc1cccc(CCNC(=O)COc2cccc3c2OC(C)(C)C3)c1` gave TWEAK-Fn14 inh -1, COUP-TFII inh 5, LMP1 NFkB inh 6, TRAIL sens C8 18, SRC1 inh -13, NOD2 RIPK2 PPI -8, SRC2 inh 5, LRH-1 inv ag -46, TLR9-MyD88 block -2, SRC3 inh 0 and TROY signal inh 5.
`COc1ccc(/C=N\NC(=O)COc2ccc(Cl)cc2Cl)c(C(=O)O)c1OC` gave TWEAK-Fn14 inh -2, COUP-TFII inh -12, LMP1 NFkB inh -2, TRAIL sens C8 13, SRC1 inh -19, NOD2 RIPK2 PPI 2, SRC2 inh 5, LRH-1 inv ag -10, TLR9-MyD88 block 0, SRC3 inh 12 and TROY signal inh -6.
O=C(Nc1ccc2c(c1)CCC2)c1ccc(Br)o1 was read as TWEAK-Fn14 inh -27, COUP-TFII inh -65, LMP1 NFkB inh -23, TRAIL sens C8 18, SRC1 inh -103, NOD2 RIPK2 PPI -7, SRC2 inh -44, LRH-1 inv ag -135, TLR9-MyD88 block 0, SRC3 inh -73 and TROY signal inh -50.

An excerpt from above in order of molar mass, lowest first:
O=C(Nc1ccc2c(c1)CCC2)c1ccc(Br)o1 was read as TWEAK-Fn14 inh -27, COUP-TFII inh -65, LMP1 NFkB inh -23, TRAIL sens C8 18, SRC1 inh -103, NOD2 RIPK2 PPI -7, SRC2 inh -44, LRH-1 inv ag -135, TLR9-MyD88 block 0, SRC3 inh -73 and TROY signal inh -50.
`COC(=O)c1ccccc1NC(=O)CSc1nnc(CNS(=O)(=O)c2ccc(C)cc2)n1C` gave TWEAK-Fn14 inh 9, COUP-TFII inh -3, LMP1 NFkB inh -5, TRAIL sens C8 6, SRC1 inh 8, NOD2 RIPK2 PPI -17, SRC2 inh -30, LRH-1 inv ag 10, TLR9-MyD88 block -2, SRC3 inh 19 and TROY signal inh 4.
For CC[N+]1(C)[C@@H]2CC[C@H]1CC(OC(=O)[C@H]1CCC(C(=O)OC3C[C@H]4CC[C@@H](C3)[N+]4(C)CC)(c3ccccc3)c3ccccc31)C2 (stereo partly drawn) the results were TWEAK-Fn14 inh -9, COUP-TFII inh 8, LMP1 NFkB inh -2, TRAIL sens C8 -12, SRC1 inh 18, NOD2 RIPK2 PPI -1, SRC2 inh 6, LRH-1 inv ag 14, TLR9-MyD88 block 2, SRC3 inh 17 and TROY signal inh -4.

(further entries)
For Fc1ccc(-n2nnc(-c3ccccc3Cl)n2)cc1 the results were TWEAK-Fn14 inh -10, COUP-TFII inh -6, LMP1 NFkB inh 6, TRAIL sens C8 10, SRC1 inh -8, NOD2 RIPK2 PPI 4, SRC2 inh -23, LRH-1 inv ag 20, TLR9-MyD88 block -8, SRC3 inh -5 and TROY signal inh -7.
CCOC(=O)[C@]12CCCC=C1N(Cc1ccccc1)C(=O)[C@H](CC(=O)NCCc1ccccc1OC)C2 was read as COUP-TFII inh 1, TRAIL sens C8 0, NOD2 RIPK2 PPI 6, SRC2 inh -3 and LRH-1 inv ag 2.
CCC(C)C(=O)Nc1cc(C(=O)OC)cc(C(=O)OC)c1 (stereo not drawn) was read as TWEAK-Fn14 inh 21, COUP-TFII inh 0, LMP1 NFkB inh 3, TRAIL sens C8 0, SRC1 inh 7, NOD2 RIPK2 PPI -13, SRC2 inh -22, LRH-1 inv ag 6, TLR9-MyD88 block 5, SRC3 inh -2 and TROY signal inh 5.
Screening COc1cccc(CN2C(=O)C(C)N(C(=O)c3c(F)cccc3F)c3ccccc32)c1 (stereo not drawn) returned TWEAK-Fn14 inh 74*, COUP-TFII inh 50*, LMP1 NFkB inh 18, TRAIL sens C8 20, SRC1 inh 8, NOD2 RIPK2 PPI -6, SRC2 inh 5, LRH-1 inv ag -6, TLR9-MyD88 block -2, SRC3 inh 22 and TROY signal inh 38.
Cc1cc(C(=O)Nc2ccc(C)c(S(=O)(=O)N3CCOCC3)c2)c2ccccc2n1 was read as TWEAK-Fn14 inh -28, COUP-TFII inh -15, LMP1 NFkB inh -5, TRAIL sens C8 11, SRC1 inh 5, NOD2 RIPK2 PPI -4, SRC2 inh -17, LRH-1 inv ag -5, TLR9-MyD88 block -3, SRC3 inh 12 and TROY signal inh 2.
Screening COc1cc2c(c(O)c1OC)C(=O)C(OC)CCC2 (stereo not drawn) returned TWEAK-Fn14 inh 4, COUP-TFII inh -11, LMP1 NFkB inh 0, TRAIL sens C8 7, SRC1 inh -8, NOD2 RIPK2 PPI -5, SRC2 inh 2, LRH-1 inv ag 13, TLR9-MyD88 block 7, SRC3 inh -16 and TROY signal inh 4.
For CCOC(=O)c1ccc(NC(=O)/C=C/c2cccs2)cc1 the results were TWEAK-Fn14 inh -1, COUP-TFII inh -45, LMP1 NFkB inh -48, TRAIL sens C8 9, SRC1 inh -77, NOD2 RIPK2 PPI 3, SRC2 inh -72, LRH-1 inv ag -128, TLR9-MyD88 block 4, SRC3 inh -60 and TROY signal inh 31.
